# Screening results: PubChem BioAssay, several laboratories
# IDE cell inh = inhibitors of human insulin-degrading enzyme in cells. P14735. HEK cells, FAbetaB cleavage, fluorescence polarization. inhibition, % at 5.59 µM. 320,000 tested, 0.41% active;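 active = percent inhibition above the average of all tested compounds plus 3 SD, set per screening campaign, cut at about 16% in these data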;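 also: IDE supplied by intact live HEK cells; FP after avidin binding of uncleaved biotin substrate so inhibition keeps polarization high; 0% = DMSO wells and 100% = 60 µM reference IDE inhibitor Ii1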
# HCV NS3 hel inh = inhibitors of Hepatitis C virus NS3 helicase | AID 1800 | inhibition, % at 10.9 µM | NS3 helicase DNA unwinding, Cy5 molecular beacon fluorescence | 290,000 tested, 0.56% active;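 active = inhibition above the mean of all tested compounds plus 3 SD, set per campaign, cut at about 35% in these data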;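 also: 0% = DMSO wells and 100% = thioflavine S control wells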
#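 Material: hepatitis C virus NS3 helicase domain fragment enzyme; measured by: Cy5 fluorescence, 0 and 60 min reads; control set: DMSO and thioflavine S; incubation: 60 min unwinding reaction at 25 °C after ATP addition; read-out basis: % inhibition from 60/0 min fluorescence ratio, DMSO 0%, thioflavine S 100%; repeats: singlicate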
# SUMO HTRF inh = inhibitors of human SUMOylation (UBC9); P63279; HTRF SUMOylation assay, SAE1/SAE2 + UBC9, in vitro; inhibition, % at 35 µM; 290,000 tested, 0.36% active; AID 2006; in the data active = inhibition above about 50%, passing the limit was not always enough; also: strong numbers were not always called active
# Target sequence (P63279 whole entry, looked up): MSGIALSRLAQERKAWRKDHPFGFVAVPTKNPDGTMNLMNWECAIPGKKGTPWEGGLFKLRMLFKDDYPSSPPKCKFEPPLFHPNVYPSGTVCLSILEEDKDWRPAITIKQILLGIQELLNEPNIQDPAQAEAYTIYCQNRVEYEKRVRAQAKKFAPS
# FID counter = counter-screen for HCV NS3 helicase inhibitors: DNA intercalator displacement | inhibition, % at 7.9 µM | DNA fluorescent intercalator displacement, fluorescence | 290,000 tested, 0.17% active; in the data active = inhibition above about 37%;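 also: 0% = vehicle and 100% = reference compound; higher means more ethidium bromide displaced from hairpin DNA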
# PfM18AAP inh = blocks P. falciparum M18 aspartyl aminopeptidase | inhibition, % at 7.35 µM | 290,000 tested, 1.2% active | recombinant PfM18AAP, H-Glu-NHMec fluorogenic cleavage | AID 1822;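 active = inhibition above the campaign mean inhibition over all tested compounds plus 3 SD, cut at about 28% in these data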;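 also: 0% = plate median of test compound wells and 100% = 2 mM ZnCl2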
# pCIP destab = lowers stability of the mouse p/CIP coactivator protein; Q05BA5; F442A p/CIP-EGFP cells, EGFP fluorescence, 16 h; decrease of EGFP signal, % at 10 µM; 290,000 tested, 0.01% active; AID 1984;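 active = EGFP signal decrease of at least 30% at 10 µM or well 3 SD below plate mean, unless failing retest; inactive = the rest, including hits failing retest or dose response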; also: some compounds called inactive have numbers as strong as hits; many of its hits are not listed in these tables
# IDE act = boosts human insulin-degrading enzyme activity in HEK cells | P14735 | FAbeta-B cleavage, fluorescence polarization; 0% vehicle, 100% cell-free pure enzyme wells | activation, % at 5.96 µM | 340,000 tested, 0.073% active | AID 493087;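 active = activation above the mean of all tested compounds plus 3 SD, set per screening campaign, cut at about 17% in these data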
# IMP-1 inhibitor = blocks Pseudomonas aeruginosa IMP-1 metallo-beta-lactamase | purified IMP-1, nitrocefin hydrolysis, epi-absorbance fluorescence | inhibition, % at 5.6 µM | 290,000 tested, 0.45% active | AID 1556;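 active = inhibition above the mean plus 3 SD of all compounds in the same screening run, cut at about 4.5% in these data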;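 also: 0% = IMP-1 with DMSO and 100% = DMSO wells lacking enzyme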
#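 Test system: recombinant IMP-1 enzyme, purified / Medium: HEPES buffer pH 7.1 with ZnSO4 and Brij 35 / Doses: single dose, 5.6 µM / Times: 25 °C, 15 min preincubation, 25 min reaction / Detection: Epi-absorbance via hydrolysed-nitrocefin quenching of white-plate fluorescence, 480/530 nm, EDTA stop / Evaluation: percent inhibition from optical density relative to buffer-blank wells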
# VIM-2 inhibitor = blocks Pseudomonas aeruginosa VIM-2 metallo-beta-lactamase; purified VIM-2, nitrocefin hydrolysis, epi-absorbance fluorescence; inhibition, % at 5.6 µM; 290,000 tested, 0.89% active; AID 1527;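 active = inhibition above the mean of all tested compounds plus 3 SD, cutoff set per screening run, cut at about 7.5% in these data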;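 also: red hydrolysis product quenches plate fluorescence so inhibitors raise well fluorescence; 0% = enzyme with DMSO and 100% = DMSO without enzyme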
# An asterisk follows results filed as active; / = no result given.
No.	structure	IDE cell inh	HCV NS3 hel inh	SUMO HTRF inh	FID counter	PfM18AAP inh
1	C#CCOC(=O)Nc1cnccc1C(F)(F)F	2	6	11	0	0
2	O=C1CCCN1CCCNC(=S)Nc1ccc(F)cc1	1	-5	18	7	7
3	Cc1ccc(Oc2coc3cc(O)ccc3c2=O)cc1	2	-4	41	-7	3
4	COc1ccc(OC)c(NC(=O)CSc2nnc(-c3ccco3)o2)c1	-3	2	1	-11	-2
5	O=C(CCNC(=O)Cn1ccc2ccccc2c1=O)NCc1ccccn1	8	0	-2	-2	-2
6	O=C(N/N=C1\CC(c2ccccc2)Oc2ccccc21)c1ccc(O)cc1 (stereo unspecified)	1	6	-2	-17	-1
7	CCC(C)[C@H](N)c1cn([C@@H](Cc2ccc(O)cc2)C(=O)N2CCNCC2)nn1 (stereo partly specified)	2	-4	0	11	-2
8	Cn1c2ccccc2c2cc(C(=O)NNS(=O)(=O)c3ccc(F)cc3)sc21	-1	4	-10	-5	5
9	COc1cc(CN2CCCC(C(=O)c3ccc4c5c(cccc35)CC4)C2)cc(OC)c1O (stereo unspecified)	11	2	5	-2	13
10	Cc1nnc(NC2=NCCC2)s1	5	-3	-3	-2	-4
11	COc1ccc(-n2ncc3c2CC(C)(C)CC3NC(=O)CCN2CCCCC2=O)cc1 (stereo unspecified)	6	16	9	-45	-2
12	COCC(=O)OCC(=O)Nc1cc([N+](=O)[O-])ccc1Cl	/	-9	3	0	-3

No.	pCIP destab	IDE act	IMP-1 inhibitor	VIM-2 inhibitor
1	-12	-1	-4.0	-3.2
2	4	5	-0.1	-1.9
3	-7	4	-2.5	-2.4
4	0	4	-1.0	-0.1
5	5	4	-1.1	0.2
6	-11	3	1.6	0.4
7	1	5	-2.2	-2.7
8	-9	4	5.0*	7.1
9	-8	2	-3.0	-3.5
10	4	0	-2.1	-1.6
11	6	3	-0.1	-0.2
12	-1	4	-0.4	0.4

# Structures listed above printed as active in IMP-1 inhibitor.
no. | Structure | IDE cell inh | HCV NS3 hel inh | SUMO HTRF inh | PfM18AAP inh | pCIP destab | IDE act | IMP-1 inhibitor | VIM-2 inhibitor
8 | Cn1c2ccccc2c2cc(C(=O)NNS(=O)(=O)c3ccc(F)cc3)sc21 | -1 | 4 | -10 | 5 | -9 | 4 | 5.0* | 7.1

# Later entries
No.	structure	IDE cell inh	HCV NS3 hel inh	SUMO HTRF inh	FID counter	PfM18AAP inh
13	COCC1CCCN(C(=O)c2cc(COc3ccc(C(C)=O)cc3)on2)C1 (stereo unspecified)	2	5	4	-28	3
14	O=C(NN=C1CCN(Cc2ccccc2)CC1)c1cccc(S(=O)(=O)Nc2ccccc2Cl)c1	6	-3	19	-6	3
15	Cc1ccc2c(c1)N(CC(=O)N1CCCCCC1)C(=O)C(C)O2 (stereo unspecified)	0	1	21	-17	2
16	Cc1noc(C)c1S(=O)(=O)N(CC(=O)N1CCn2c1nc1ccccc12)c1ccc(C(C)C)cc1	1	3	-22	-1	-2
17	Cc1cc(C)cc(NC(=O)c2sc3nc4n(c(=O)c3c2C)CCC4)c1	-1	-6	12	-29	-13
18	N/C(=N\OC(=O)CCCc1ccccc1)c1cccnc1	4	1	-8	-7	-2
19	CCOC(=O)C1CCN(S(=O)(=O)c2ccc(OC)c(C(=O)N3CCCCCC3)c2)CC1	1	-4	17	-32	3
20	CCn1c(=S)sc2c(=O)n(CC(=O)Nc3cccc(Br)c3)c(C)nc21	4	-14	-2	7	6
21	O=C(CCc1nnc(CCCc2ccccc2)o1)NCCCC1CCCC1	0	-1	-1	-40	-4
22	COc1ccc(C(=O)NNc2cc(C)nc(NNC(=O)c3ccc(OC)cc3)n2)cc1	3	-6	8	0	10
23	CCCc1cc(C(=O)Nc2sc3c(c2C(=O)OCC)CCCC3)no1	-3	12	13	-4	-6
24	O=C(CSc1nnc(Cc2ccccc2)o1)Nc1ccccc1	1	-1	14	-6	-17

No.	pCIP destab	IDE act	IMP-1 inhibitor	VIM-2 inhibitor
13	-8	0	-0.7	0.3
14	-12	8	-2.5	-2.0
15	-3	0	-2.5	-0.9
16	6	0	-2.3	-2.3
17	-5	-1	-1.1	0.1
18	-1	6	-1.2	-1.2
19	-27	1	-2.7	-0.9
20	9	2	-1.2	-2.3
21	-1	9	-3.6	-2.7
22	-5	9	-0.1	-6.2
23	-7	-1	-3.0	-4.6
24	5	-2	-2.1	0.7

# A section taken from the entries so far:
No.	structure	IDE cell inh	HCV NS3 hel inh	SUMO HTRF inh	FID counter	PfM18AAP inh
14	O=C(NN=C1CCN(Cc2ccccc2)CC1)c1cccc(S(=O)(=O)Nc2ccccc2Cl)c1	6	-3	19	-6	3
15	Cc1ccc2c(c1)N(CC(=O)N1CCCCCC1)C(=O)C(C)O2 (stereo unspecified)	0	1	21	-17	2
16	Cc1noc(C)c1S(=O)(=O)N(CC(=O)N1CCn2c1nc1ccccc12)c1ccc(C(C)C)cc1	1	3	-22	-1	-2
17	Cc1cc(C)cc(NC(=O)c2sc3nc4n(c(=O)c3c2C)CCC4)c1	-1	-6	12	-29	-13
18	N/C(=N\OC(=O)CCCc1ccccc1)c1cccnc1	4	1	-8	-7	-2

No.	pCIP destab	IDE act	IMP-1 inhibitor	VIM-2 inhibitor
14	-12	8	-2.5	-2.0
15	-3	0	-2.5	-0.9
16	6	0	-2.3	-2.3
17	-5	-1	-1.1	0.1
18	-1	6	-1.2	-1.2

# New compounds follow
No.	structure	IDE cell inh	HCV NS3 hel inh	SUMO HTRF inh	FID counter	PfM18AAP inh
25	O=C1C=C(Nc2cccc(O)c2)CC(c2ccco2)C1 (stereo unspecified)	5	35	0	-9	44*
26	Cc1c(NC(=O)c2ccccc2NS(=O)(=O)c2ccc(Br)cc2)c(=O)n(-c2ccccc2)n1C	5	11	8	-41	2
27	Cc1cc(NC(=O)CSCc2ccccc2C)no1	5	-3	11	-5	1
28	Cc1cc(NC(=O)C2CCCN2C(=O)Nc2c(C)cccc2C)ccc1-n1cnnn1 (stereo unspecified)	-4	0	2	-4	-1
29	O=c1c2ccccc2cnn1-c1nc2ccccc2[nH]1	/	6	17	4	15
30	C=CCNC(=O)c1sc(-c2ccccc2)nc1C	9	0	7	-4	-4
31	CCCNc1nc2ccccc2n2c(C)nnc12	4	14	2	-12	0
32	O=C(Cn1c(CO)nc2ccccc21)NCCc1ccc(F)cc1	2	2	20	-1	3
33	Cc1oc2c(c(C)cc3oc(=O)c(CC(=O)N[C@@H](C)C(=O)O)c(C)c32)c1C	5	11	51*	-26	-1
34	Cc1ccc(NCc2cccnc2)c(Br)c1	3	1	34	-6	4
35	CCCC1CCC(=C(C#N)C(N)=O)CC1 (stereo unspecified)	-3	-2	5	-4	-5
36	OC(CN1CCN(c2ccccn2)CC1)Cn1c2ccccc2c2ccccc21 (stereo unspecified)	4	-66	0	2	-9

No.	pCIP destab	IDE act	IMP-1 inhibitor	VIM-2 inhibitor
25	-4	5	1.5	-1.0
26	-9	-1	0.2	-2.3
27	1	0	-1.7	-1.2
28	-1	3	0.2	-0.6
29	21	-1	-4.2	-2.0
30	-5	2	-1.7	-0.2
31	1	0	-5.7	11*
32	-11	4	-4.6	-2.8
33	-2	-1	-1.9	0.1
34	4	1	0.1	-1.6
35	-4	7	-2.6	-3.7
36	-8	6	-3.8	-0.5

# (next part)
No.	structure	IDE cell inh	HCV NS3 hel inh	SUMO HTRF inh	FID counter	PfM18AAP inh
37	CCOC(=O)c1cc2c(C)n(-c3ccc(C)cc3)c(C)c2ccc1=O	-2	21	16	-31	7
38	COc1ccc(NC(=O)CN2C(=O)N(C)Cc3ccccc32)c(C)c1	3	15	18	-17	-1
39	Cc1ccccc1-c1nc(CN2CCC(C(=O)NCCC3=CCCCC3)CC2)c(C)o1	-1	-51	2	12	-7
40	COc1cc2c(cc1OC)C(c1cccc(Br)c1)CC(=O)N2 (stereo unspecified)	/	-5	2	-30	2
41	COc1ccccc1-c1nc2ccccc2nc1-c1ccccc1OC	4	2	8	-30	-4
42	CCOC(=O)C1(CCOC)CCN(Cc2nc(-c3cccs3)oc2C)CC1	0	-6	16	1	7
43	CN1CCN(C(=O)c2ccc3c(c2)N(Cc2ccc(Cl)cc2)C(=O)c2ccccc2S3=O)CC1 (stereo unspecified)	2	-12	0	-2	-7
44	CCn1cc(C(C)NC(=O)Nc2ccc3c(c2)OCO3)c(C)n1 (stereo unspecified)	2	-11	24	-4	2
45	CC(=O)c1ccc(N2CCN(c3ccccc3O)CC2)c([N+](=O)[O-])c1	5	-3	-4	-12	23
46	CC(=O)Oc1ccc(/C=C(\NC(=O)c2ccco2)C(=O)NCc2ccco2)cc1	2	7	14	0	-11
47	CCC(=O)c1ccc(O)c(CC=C(C)C)c1	2	1	3	-7	-4
48	Cc1ccnc(NC(=O)COc2ccccc2[N+](=O)[O-])c1	/	-6	3	0	1

No.	pCIP destab	IDE act	IMP-1 inhibitor	VIM-2 inhibitor
37	-4	0	-4.1	-2.1
38	-19	0	-3.2	-2.3
39	0	-3	-3.0	-1.2
40	2	2	-0.2	0.7
41	-5	-2	-3.2	-2.5
42	5	1	-3.3	-0.3
43	0	2	-1.6	-1.6
44	-5	4	-1.4	-2.9
45	-8	5	-6.6	-3.4
46	-6	2	-3.1	-0.1
47	-8	1	-1.1	-0.4
48	12	0	-1.2	0.1

# Later entries
No.	structure	IDE cell inh	HCV NS3 hel inh	SUMO HTRF inh	FID counter	PfM18AAP inh
49	CCOc1ccccc1C1C(C#N)=C(N)Oc2n[nH]c(CC)c21 (stereo unspecified)	-1	-8	28	2	-4
50	CN(CCC#N)C(=O)c1cc2c(Cl)nc3ccccc3c2s1	-6	-4	-7	-7	1
51	O=C(O)CC/C(=N/NC(=O)CNC(=O)Cc1ccc(Cl)cc1)c1ccccc1	2	-6	2	-18	11
52	COc1ccc(C2=NN(C(=O)c3ccccc3)C(c3ccccc3)C2)c(O)c1 (stereo unspecified)	-2	-10	-8	-24	7
53	O=C(c1ccoc1)N1CCC2(CC1)Oc1ccc(F)cc1C(=O)C21CC(c2ccc(Cl)cc2)=NO1 (stereo unspecified)	4	/	-37	/	/
54	COc1ccc(NC(=S)NC(=O)c2ccc(Br)o2)cc1	1	3	-3	-5	10
55	COc1cccc(Nc2ncc(C#N)c(N)n2)c1	0	-1	16	-1	-8
56	CC(=O)c1cc2c(cc1NC(=O)C1CCC1)OCO2	0	-11	12	-3	0
57	Cc1ccsc1C=Nc1ccc(O)cc1	-6	24	/	2	12
58	O=C(CSc1nc2ccccc2s1)NCc1ccc2c(c1)OCO2	9	-9	17	-10	2
59	CC(=O)c1ccc(N2CCN(C(=O)Nc3ccc(C(C)C)cc3)CC2)cc1	5	3	8	-23	-7

No.	pCIP destab	IDE act	IMP-1 inhibitor	VIM-2 inhibitor
49	1	3	-0.3	5.6
50	-7	-2	-2.2	20*
51	3	5	-1.8	-2.2
52	5	1	-2.9	-1.8
53	-2	1	/	/
54	-10	0	-1.6	-2.7
55	-16	/	-1.6	-1.1
56	6	-5	-1.9	0.6
57	-9	8	-1.0	-0.1
58	-7	3	-2.8	-2.5
59	-6	1	-2.3	-0.2
